Vif-APOBEC3F blk: Vif-A3F binding inhibition; AID 602313; Potency, µM (doses to about 46.1 µM), without a hit: at the top dose activity, negative = active; 390,000 tested, 0.2% active; HeLa A3F-eYFP + Vif (tagged APOBEC3F with the HIV-1 protein that degrades it), YFP fluorescence increase; further: potency means the concentration at half of the fitted maximal effect; % of control where 0% means no effect; nearly all actives have a fitted effect of over 65% in size
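HeLa cells stably expressing A3F-eYFP plus Vif, plated and incubated overnight at 37 deg C, then exposed to compounds overnight at 37 deg C. Blocked degradation read as raised yellow fluorescence (Ex 488/Em 500-530).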
Vif-APOBEC3G blk: inhibitors of Vif-APOBEC3G interaction; Q9HC16; HeLa A3G-eYFP + Vif (tagged APOBEC3G with the HIV-1 protein that degrades it), YFP fluorescence, overnight; Potency, µM (highest dose often 46.1 µM), for inactives: top-dose activity, negative = active, hits mostly inhibitors; 410,000 tested, 0.076% active;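 further: potency means the concentration at half of the fitted maximal effect; on the % scale 0 is the no-effect control and ±100 the full control effect; nearly all actives have a fitted effect of over 60% in size; hits raise eYFP signal because A3G escapes Vif-driven loss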
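HeLa cells stably expressing Vif and C-terminally eYFP-tagged A3G, seeded overnight at 37 deg C, then exposed to compound by pintool overnight at 37 deg C. Rise in yellow fluorescence (Ex 488/Em 500-530, Acumen) marks blocked Vif-driven A3G degradation.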
RGS4 inhibitor: inhibitors of human regulator of G protein signaling 4; AID 504845; P49798; Potency, µM (titrated, usually from 114 µM), for inactives: at the top dose activity change, negative = inhibition, actives largely listed as inhibitors; Transcreener GDP fluorescence polarization, RGS4-accelerated GTP hydrolysis; 390,000 tested, 0.039% active; further: potency means the concentration at half of the fitted maximal effect; on the % scale 0 is the no-effect control and ±100 the full control effect; nearly all actives have a fitted effect of over 75% in size; some results filed as inactive show a strong effect at the top dose
Target sequence (P49798 whole entry, looked up): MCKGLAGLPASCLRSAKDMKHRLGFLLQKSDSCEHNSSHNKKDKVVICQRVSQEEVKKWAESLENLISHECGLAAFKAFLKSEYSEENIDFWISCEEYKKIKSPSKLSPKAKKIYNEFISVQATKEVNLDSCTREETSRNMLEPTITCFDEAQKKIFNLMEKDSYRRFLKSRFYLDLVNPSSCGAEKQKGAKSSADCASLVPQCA
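MLSMR compounds (23 nl, pin-transferred) preincubated 10 min at room temperature with a 500nM (2x) first reagent, then RGS4 at 900nM (2x) plus Transcreener GDP mix added; fluorescence polarization (620/688 nm) read before and after 90 min at 30 °C.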
USP1 inh: blocks the human USP1/UAF1 deubiquitinase complex | AID 743255 | 390,000 tested, 0.23% active | Potency, µM (titrated, usually from 57.1 µM), for inactives: at the highest dose activity change, negative = inhibition, usual class: inhibitors | recombinant USP1/UAF1, Ub-Rhodamine cleavage fluorescence | O94782; further: potency means the concentration at half of the fitted maximal effect; on the % scale 0 is the no-effect control and ±100 the full control effect; nearly all actives have a fitted effect of over 60% in size; inactives centre near -12
Target sequence (O94782 whole entry, looked up): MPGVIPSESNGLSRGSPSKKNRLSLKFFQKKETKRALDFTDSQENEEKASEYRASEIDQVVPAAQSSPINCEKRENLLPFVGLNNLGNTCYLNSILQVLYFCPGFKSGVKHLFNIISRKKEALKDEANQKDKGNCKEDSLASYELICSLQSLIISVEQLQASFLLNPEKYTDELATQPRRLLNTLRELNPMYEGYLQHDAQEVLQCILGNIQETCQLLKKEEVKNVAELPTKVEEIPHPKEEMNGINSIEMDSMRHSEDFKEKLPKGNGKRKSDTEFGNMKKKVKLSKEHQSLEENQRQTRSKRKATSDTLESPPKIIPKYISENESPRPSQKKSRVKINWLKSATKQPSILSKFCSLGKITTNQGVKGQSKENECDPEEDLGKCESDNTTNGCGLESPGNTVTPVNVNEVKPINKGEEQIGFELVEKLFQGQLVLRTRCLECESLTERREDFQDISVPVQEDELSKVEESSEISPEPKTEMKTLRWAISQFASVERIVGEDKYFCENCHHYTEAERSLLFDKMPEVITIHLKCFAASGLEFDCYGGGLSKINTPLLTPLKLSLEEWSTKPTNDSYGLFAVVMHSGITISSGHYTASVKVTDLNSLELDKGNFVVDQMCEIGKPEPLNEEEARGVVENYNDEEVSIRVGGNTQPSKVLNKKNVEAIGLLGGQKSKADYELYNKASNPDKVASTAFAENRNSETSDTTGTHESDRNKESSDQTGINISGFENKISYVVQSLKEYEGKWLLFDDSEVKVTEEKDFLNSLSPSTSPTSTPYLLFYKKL
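USP1/UAF1 complex (1 nM) preincubated 15 min at room temperature with compound, then Ub-Rho substrate (150 nM final) added. Kinetic fluorescence at 480/540 nm over 6 reads at 60 s intervals; 50 mM HEPES pH 7.8, 0.5 mM EDTA, 0.1 mg/ml BSA, 1 mM TCEP, 0.01% Tween-20.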
TrxR1 substrate: is turned over as a substrate by rat TrxR1; purified TrxR1 substrate turnover, NADPH consumption readout; 390,000 tested, 0.01% active; O89049; Potency, µM (top dose mostly 114 µM), for the others: at the highest dose activity change, negative = substrate turnover; further: potency means the concentration at half of the fitted maximal effect; on the % scale 0 is the no-effect control and ±100 the full control effect; nearly all actives have a fitted effect of over 50% in size
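Rat TrxR1, dispensed at 90 nM, was prereduced with 400 uM NADPH (final) for 5 min at ~22 deg C, then incubated with compound 15 min before 400 uM selenite. A first-read NADPH fluorescence drop versus no-compound background flagged substrates.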
TrxR1 inh: inhibitors of rat thioredoxin reductase 1 | O89049 | recombinant rTrxR1, NADPH fluorescence consumption, selenite substrate | Potency, µM (top dose mostly 114 µM), for the others: top-dose activity change, negative = inhibition, hits mostly inhibitors | 390,000 tested, 1% active | AID 588453; further: potency means the concentration at half of the fitted maximal effect; on the % scale 0 is the no-effect control and ±100 the full control effect; nearly all actives have a fitted effect of over 65% in size
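Rat TrxR1 (90 nM in the dispensed reagent) was pre-reduced with 400 uM NADPH for 5 min at room temperature, then incubated with compound for 15 min. After 400 uM selenite was added, NADPH fluorescence (Ex 340/Em 450 nm) was followed for 8 min.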
IDH1 R132H inh: human IDH1 R132H inhibition; O75874; AID 602179; Potency, µM (highest dose often 76.6 µM), for the others: at the highest dose activity change, negative = inhibition, most hits filed as inhibitors; 390,000 tested, 0.093% active; IDH1-R132H enzyme, NADPH consumption, diaphorase/resazurin fluorescence; further: potency means the concentration at half of the fitted maximal effect; on the % scale 0 is the no-effect control and ±100 the full control effect; nearly all actives have a fitted effect of over 65% in size
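IDH1-R132H (0.5 ug/mL dispensed) in pH 7.5 Tris buffer was preincubated 30 min with compound, then given a substrate mix of 0.016 mM NADPH and 2 mM alpha-KG for 80 min at room temperature; remaining NADPH was read by diaphorase/resazurin fluorescence.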
LDHA block: blocks human lactate dehydrogenase A; 480,000 tested, 0.15% active; purified LDHA, NADH/diaphorase-resazurin fluorescence; active compounds read low; P00338; activity change, % (values are at about 110 or 230 µM); AID 1347041; in the data active means activity change below about -30%; inconclusive means mostly about -25% to -30%;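 further: plate controls were DMSO wells for no effect and wells without enzyme for full effect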
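Human LDH5 at 2 nM final in Tris HCl pH 7.4 with 0.06 mM NADH and 0.2 mM pyruvate, reacted 5 minutes at room temperature. Remaining NADH coupled via diaphorase/resazurin; resorufin fluorescence read at 0 and 20 minutes, normalized to enzyme-free and DMSO wells.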
GRP78 ERSR act: inducers of ER stress response in human glioma cells; U87-MG GRP78 promoter luciferase reporter, 16 h; 420,000 tested, 0.02% active; Potency, µM, inactives show top-dose activation, usual class: activators; further: potency means the concentration at half of the fitted maximal effect; series mostly up to about 76 µM; % of control where 0% means no effect; nearly all actives have a fitted effect of over 35% in size
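ERSR induction read as luciferase luminescence (Bright-Glo, 10 min at room temperature) in stably transfected human U87-MG glioma cells exposed to compounds for 16 h, using GRP78 as sensor.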
* marks the source's active call; other numbers are inactive results; u = inconclusive; x = not tested or not shown; & = joins results of further samples; [ ] = dose if it differs, or a comment. Unless noted, the call rests on the fitted dose curve; in most records, active means well fitted curve in the direction sought with a large enough effect; inconclusive means small, poorly fitted or top-dose-only effect, or another doubt; inactive means no such curve, though single readings can be large; an effect the other way counts as inactive or inconclusive.

SMILES	Vif-APOBEC3F blk	Vif-APOBEC3G blk	RGS4 inhibitor	USP1 inh	TrxR1 substrate	TrxR1 inh	IDH1 R132H inh	LDHA block	GRP78 ERSR act
CCN(CC)c1ccc(NC(=O)c2ccccc2F)cc1S(=O)(=O)Nc1ccccc1OC	-1%	1%	-37%	-7%	-7%	-6%	3%	1	-2%
COc1ccc(OC)c(-c2nnc(NC(=O)C(C)Sc3nncn3C)s2)c1 (stereo not drawn)	-1%	-1%	7%	-4%	3%[57.1 µM]	-10%[57.1 µM]	4%	0	2%
O=c1oc2ccccc2c(O)c1/C=N/c1ccccn1	-19%	2%	-16%	-18%	0%	7%	5%	-2	-9%
C/C(=N/Oc1nc(C)cc(C)n1)c1ccc(F)cc1	-11%	0%	18%	7%	-6%	3%	2%	-14	6%
COc1ccc(CNC(=O)c2ccc3c(c2)NC(=O)C(C)S3)cc1 (stereo not drawn)	3%	0%	u	-9%	-4%	-11%	-1%	2	7%
CCOc1cc2[nH]c(=O)n(CCC(=O)N3CCN(c4ccccc4)CC3)c(=O)c2cc1OCC	-1%	-3%	-11%	-6%	7%[57.1 µM]	16%[57.1 µM]	6%	3	0%
O=C(O)c1ccc(NC(=S)Nc2ccccc2)cc1	-11%	3%	-22%	2%	-5%	-13%	0%	3	0%
Cc1ccc(N2CCOCC2)c2c1C(=O)c1ccccc1C2=O	-4%	-6%	-11%	-19%	-3%	7%	3%	-2	-2%
CCCCN1CC[C@H]2C=CC[C@@H](C(=O)N3CCN(c4ccccc4)CC3)[C@H]2C1=O	1%	-4%&-2%	-10%	-9%	-1%&6%	-7%&-3%	8%	1	6%&-1%
c1ccc(CN2CCC(N3CCN(Cc4ccc5c(c4)OCO5)CC3)CC2)cc1	0%	0%	-22%	u	8%	24%	5%	-6	-1%
Cc1ccc(N2CC(C(=O)Nc3nnc(SCCC4OCCO4)s3)CC2=O)cc1C (stereo not drawn)	0%	0%	-14%	-19%	-4%	u	7%	-1	-4%
O=C(CSC(=S)N1CCCC1)N/N=C/c1c(O)[nH]c(=S)[nH]c1=O	1%	-11%	-5%	-5%	-16%	u	-22%	2	0%
O=C(C[C@H]1C(=O)N(c2ccc(F)c(F)c2)C[C@@H]1Cc1ccccc1)Nc1ccccc1	1%	-1%&-2%	-6%	-17%	-3%&3%	11%&13%	3%	-6	-2%&-1%
N#C/C(=C/c1ccc(OC(=O)c2ccc(Br)s2)cc1)c1nc2ccccc2[nH]1	u	1%	-12%	-1%	2%	24%	-9%	-13	5%
COc1ccc(NC(=O)CSc2nc(-c3cccs3)cc(C(F)(F)F)n2)cc1OC	-8%	-3%	-26%	-6%	-2%[57.1 µM]	22%[57.1 µM]	u	-3	-3%
C#CCOCCOCCOCCNc1nc(N2CCN(C(=O)CCCCCCCCCCNC(=O)Cn3cc(C[C@@H](C)O)nn3)CC2)nc(N2CCN(C(=O)CCCCCCCCCCNC(=O)[C@@H]([C@H](C)O)n3cc(C)nn3)CC2)n1	u	u	-7%	-10%	-8%	12%[57.1 µM]	9%	3	4%
Cc1ccccc1-n1nc2c(c1NC(=O)COc1ccc(Cl)cc1)CS(=O)C2 (stereo not drawn)	2%	-1%	1%	u	8%	18%	-4%	0	-1%
COc1ccc(CCN2C(=O)c3[nH]nc(-c4ccccc4O)c3C2c2ccc(O)c(OC)c2)cc1 (stereo not drawn)	2%	-9%	-4%	-11%	3%	17%	-7%	5	-4%
CC(C)OCCCNC(=O)c1c2c(nc3ccccc13)C(=O)N(C1CCCCC1)C2	1%	-1%	-31%	-21%	5%[57.1 µM]	14%[57.1 µM]	-5%	-7	-3%
COc1ccc(CC(NC(C)=O)C(=O)NC2CCN(C(=O)C3CCCCC3)CC2)cc1OC (stereo not drawn)	2%	0%	5%	-17%	2%	24%	-4%	-3	4%
CC(=O)c1cccc(CN2CCC(n3nccc3NC(=O)CCc3ccccc3)CC2)c1	7%	1%	-7%	-2%	-2%	6%	-8%	-8	-6%
Cc1nn(Cc2ccccc2)c(C)c1CNC(=O)c1ccc(F)c(S(=O)(=O)N2CCOCC2)c1	2%	-6%	21%	-11%	0%	31%	2%	-4	-4%
Cc1ccc2c(c1)N(C(=O)CCC(=O)NCc1cccnc1)CCO2	-4%	1%	16%	-8%	3%[57.1 µM]	16%[57.1 µM]	12%	-5	2%
O=C(Nc1ccc2cn[nH]c2c1)c1ccc(Cl)c(S(=O)(=O)N2CCOCC2)c1	-4%	1%	-46%	-10%	1%	4%	1%	3	6%
CCN(Cc1ccc(Br)s1)C(=O)CSc1nnc(C2CC2)n1C1CC1	-2%	-1%	x	0%	x	x	10%	-1	-3%
COCC1CCCN(C(=O)c2cc(COc3cccc4cccnc34)on2)C1 (stereo not drawn)	-31%	-3%	-12%	2%	9%	5%	6%	8	-3%
O=C(c1ccco1)N1CCN(S(=O)(=O)c2cccc([N+](=O)[O-])c2)CC1	4%	3%	5%	-22%	-7%	15%[57.1 µM]	-2%	-4	-7%
Cc1ccc(S(=O)(=O)N(CC(=O)N2CCCC2)C2CCCCC2)cc1	-16%	2%	-24%	-7%	8%	-7%	0%	-1	-4%
Cc1cc(C(=O)CSc2nc3ccccc3o2)c(C)n1C1CC1	-8%	-6%	-17%	-26%	-3%	-8%	0%	7&3	-2%
COC(=O)c1ccc(C(=O)OC)c(NC(=S)N2CCN(c3ccccc3)CC2)c1	-8%	-6%	u	-12%	4%	16%	5%	1	-2%
O=C(Cn1cnc2c(NCc3ccccc3)ncnc21)NCc1ccc2[nH]ccc2c1	-4%	-10%	-17%	-2%	-4%	1%	-14%	-6	-2%
O=C(O)CC1NCCc2ccccc21 (stereo not drawn)	-1%	-6%	0%[11.4 µM]	-18%	5%	19%	-2%	-3	-4%
COc1ccc(C(=O)N/N=C/c2ccc(OC)c(COc3ccc(F)cc3F)c2)cc1	0%	2%	-1%	1%	-8%	-9%	-4%	-6	-6%
Cn1c(C(=O)NCCN2CCN(Cc3ccccc3)CC2)cc2c(=O)n(C)c3ccccc3c21	-18%	1%	18%	-1%	3%[57.1 µM]	6%[57.1 µM]	-2%	-4	-2%
Cc1cc(C)nc(SCc2nnc(SCC(=O)Nc3ccc(Cl)c(C(F)(F)F)c3)o2)n1	1%	-1%	-33%	1%	1%	4%	9%	-2	0%
CC(C)(C)NC(=S)NCc1cccnc1	-1%	7%	-12%	-2%	-4%	-10%	2%	0	-4%
CC(C)NC[C@H](O)COc1ccc(CC(N)=O)cc1	1%	-1%	-10%[56.9 µM]	-23%	11%[57.1 µM]	20%[57.1 µM]	-7%	-7	-2%&-2%&-1%&-4%&-2%&-4%&-6%&-2%
O=C(NCc1ccco1)C1CCN(S(=O)(=O)c2ccc(-n3cnnn3)cc2)CC1	0%	0%	8%	-9%	-3%	7%	3%	-2	-2%
N#CC1(Nc2ccc3ccccc3c2)CCCC1	-9%	-4%	-14%	6%	34%[activator]	-4%	5%	17	3%
CCc1ccc(C(=O)NC(CCSC)C(=O)O)cc1 (stereo not drawn)	1%	4%	11%	-8%	-15%	-16%	2%	1	-2%

Some of these compounds in order of the GRP78 ERSR act value, descending.
mol,Vif-APOBEC3F blk,RGS4 inhibitor,USP1 inh,TrxR1 substrate,TrxR1 inh,IDH1 R132H inh,GRP78 ERSR act
Cc1cc(C)nc(SCc2nnc(SCC(=O)Nc3ccc(Cl)c(C(F)(F)F)c3)o2)n1,1%,-33%,1%,1%,4%,9%,0%
CCc1ccc(C(=O)NC(CCSC)C(=O)O)cc1 (stereo not drawn),1%,11%,-8%,-15%,-16%,2%,-2%
Cc1ccc(S(=O)(=O)N(CC(=O)N2CCCC2)C2CCCCC2)cc1,-16%,-24%,-7%,8%,-7%,0%,-4%

Carrying on.
SMILES	Vif-APOBEC3F blk	Vif-APOBEC3G blk	RGS4 inhibitor	USP1 inh	TrxR1 substrate	TrxR1 inh	IDH1 R132H inh	LDHA block	GRP78 ERSR act
Cc1ccc2ccccc2c1COC(=O)c1nonc1N	-2%	1%	21%	-9%	-8%	2%	3%	-5	-5%
CC(C)CCn1c(Sc2nc3ccccc3s2)nc2c1c(=O)[nH]c(=O)n2C	7%	2%	-31%	-16%	-4%	9%	13%	-1	-9%
FC(F)(F)c1nc2nncn2c2c1CCCCC2	-3%	2%	-25%	-14%	61%[activator]	11%[57.1 µM]	-4%	-6	-4%
COc1ccc(NC(=O)Cn2c(SCc3c(F)cccc3Cl)nc3ccncc32)cc1OC	3%	7%	-12%	-11%	-7%	3%	0%	-3	-2%
Nc1nonc1C(=O)NCCNCc1ccccc1F	-9%	0%	16%	-21%	-1%	8%	16%	-16	0%
COc1cc2c(cc1OC)CN(Cc1cc(OC)c(O)c(OC)c1)CC2	-8%	0%	4%	-16%	0%	u	-9%	3	-2%
O=C(CN1C(=O)NC(c2ccccc2)(c2ccccc2)C1=O)NCc1ccccc1	0%	-25%	-14%	-19%	6%	14%	12%	4	-5%
COc1ccc(NC(=O)/C(C#N)=C/c2cccnc2)c(OC)c1	0%	4%	5%	-16%	-2%	-13%	-10%	0	-1%

Assay outcomes (PubChem)

This is a subset; the hit share may differ from the screen's.
